T cell modulator – modulators of CD8 T cell-vesicle binding, primary screen, mouse 2C CD8+ T cells, flow cytometry. 2C CD8+ T cell-vesicle binding; active compounds read low. calls only at 7 µM. actives 0.068% (n = 330,000);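 active means response, share of CD8 T cells binding vesicles, and their 90th percentile fluorescence all below set limits, cut at about 80% in these data, passing the limit was not always enough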
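Benchmarks: naked versus QL9-loaded vesicles / Assay system: purified 2C TCR transgenic mouse naive CD8+ T cells / Technique: high-throughput flow cytometry with anti-B7-1 and anti-CD8 staining / Timing: Cell–vesicle co-incubation 1.5 h at 37 °C, staining 20 min on ice / Read-out: percent CD8+ FL2 mean versus row control / Probe or stimulus: QL9-loaded Drosophila micro-vesicles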
GPR55 antagonists – GPR55 antagonists blocking LPI-driven arrestin recruitment, primary screen, imaging, U2OS, beta-arrestin-GFP, LPI agonist (AID 2013). inhibition, % at 10 µM, or IC50 in µM where a hit was titrated. actives 0.13% (n = 290,000). U2OS GPR55 beta-arrestin-GFP translocation imaging, LPI antagonism; higher % means a stronger effect;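 active means spots per cell inhibited over 60%, with over 100 cells counted and total cytoplasm intensity under 500,000; inconclusive means wells with under 100 cells, flagged as likely toxic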;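 further: U2OS cells stably carrying GPR55 and arrestin-GFP stimulated by 5 µM LPI near EC80; imaged beta-arrestin-GFP aggregate spots per cell after agonist stimulation; plate controls were LPI-stimulated DMSO wells for no effect and DMSO wells without LPI for full effect; some results filed as inactive read as strong as hits; confirmed hits need IC50 under 10 µM and bright autofluorescent wells are also inconclusive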
NTR1 agonist – agonists of NTR1, primary screen, imaging, U2OS cells, beta-arrestin-GFP, high content (AID 493036) | activation, % at 20 µM | actives 0.17% (n = 330,000) | NTR1-U2OS beta-arrestin-GFP spot imaging, agonist mode;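 active means activation at or above 40% of the spot to cytoplasm intensity ratio, with at least 20 cells analyzed; inconclusive means wells under 20 cells, flagged as cytotoxic or low count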;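 further: 0% = DMSO without peptide and 100% = 100 nM NTR1 peptide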
Target sequence (P30989 whole entry, looked up): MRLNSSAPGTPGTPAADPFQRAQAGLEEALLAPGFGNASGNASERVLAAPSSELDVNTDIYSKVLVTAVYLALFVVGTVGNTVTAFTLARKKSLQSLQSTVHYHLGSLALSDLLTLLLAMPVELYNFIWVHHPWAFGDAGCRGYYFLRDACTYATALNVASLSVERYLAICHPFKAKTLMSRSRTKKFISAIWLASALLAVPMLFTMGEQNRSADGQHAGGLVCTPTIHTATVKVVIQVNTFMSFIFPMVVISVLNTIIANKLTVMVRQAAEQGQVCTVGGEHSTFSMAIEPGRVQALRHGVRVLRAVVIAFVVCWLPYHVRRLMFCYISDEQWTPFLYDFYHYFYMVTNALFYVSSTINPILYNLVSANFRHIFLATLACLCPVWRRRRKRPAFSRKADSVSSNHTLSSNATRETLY
GPR55 beta-arrestin – GPR55 agonists via beta-arrestin recruitment, primary screen, imaging, U2OS cells, beta-arrestin-GFP redistribution (AID 1961); G-protein coupled receptor 55 (Homo sapiens); U2OS GPR55 beta-arrestin-GFP redistribution imaging; higher % means a stronger effect; one-dose activation, % at 10 µM; EC50 in µM for titrated hits; actives 0.048% (n = 290,000);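 active means activation above 40% with more than 50 cells counted in the well; inconclusive means wells holding fewer than 50 cells, flagged as toxic or sparse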;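 further: U2OS osteosarcoma cells stably expressing GPR55 and beta-arrestin-GFP; plate controls were DMSO negative control for no effect and LPI positive control for full effect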
Lipid droplet – inhibitors of hepatocyte lipid droplet formation, primary screen, imaging, high-throughput imaging, BODIPY stain; AML12 mouse hepatocytes, oleate lipid droplets; inhibition, % at 6.5 µM; actives 0.4% (n = 240,000); AID 1656, 2009;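 active means lipid droplet intensity inhibited by at least 50%, with more than 500 cells counted; inconclusive means wells with under 300 cells, treated as cytotoxic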
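System: AML12 hepatocytes (mouse). Probe or stimulus: oleic acid at 100 µM to induce lipid droplet formation. Times: overnight treatment with compound plus oleate. Detection: Image-based BODIPY and DAPI two-channel analysis. Evaluation: percent inhibition of filter-corrected integrated lipid droplet intensity per well.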
GPR35 arrestin U2OS – GPR35 antagonists blocking zaprinast-driven arrestin recruitment, primary screen, imaging, U2OS, beta-arrestin-GFP, zaprinast agonist (AID 2058). G-protein coupled receptor 35 (Homo sapiens). U2OS GPR35 beta-arrestin-GFP translocation imaging, zaprinast antagonism; higher % means a stronger effect. inhibition, % at 10 µM; hits with a dose series show IC50 in µM. actives 0.052% (n = 290,000);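 active means inhibition of at least 50% with at least 30 cells and total cytoplasm GFP at most 10,000,000; inconclusive means under 30 cells or total GFP of 10,000,000 plus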
Large T inhibition – SV40 large T antigen inhibitors, biochemical (AID 1903); actives 0.39% (n = 310,000); SV40 large T antigen ATPase/helicase inhibition assay; higher % means a stronger effect; inhibition, % at 20 µM, or IC50 in µM where a hit was titrated; in the data active means a potency from the dose series; inconclusive means inhibition mostly from about 32% at the one dose, without a potency; inactive means the rest, 99 in 100 with inhibition below about 32%; further: strong numbers were not always called active
LYP inhibition – inhibitors of LYP phosphatase, biochemical, fluorescence intensity, uHTS (AID 1779). Tyrosine-protein phosphatase non-receptor type 22 (Homo sapiens). recombinant LYP phosphatase, fluorescence intensity; higher % means a stronger effect. inhibition, % at 11.5 µM, or IC50 in µM where a hit was titrated. actives 0.054% (n = 290,000); in the data active means inhibition above about 50%;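 further: plate controls were vehicle with enzyme for no effect and no enzyme for full effect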
MgcRacGAP inhibition – MgcRacGAP GTPase-activating activity inhibitors, confirmation, biochemical, ADP Hunter fluorescence; one-dose inhibition, % at 30 µM; IC50 in µM for titrated hits; Rac GTPase-activating protein 1 (Homo sapiens); MgcRacGAP-stimulated Rac1 GTP hydrolysis, ADP Hunter fluorescence; higher % means a stronger effect; GST-tagged Rac1 F28L mutant substrate; actives 0.6% (n = 340,000);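 active means first-screen hits whose inhibition reached a set limit at any dose in the follow-up dose series; inconclusive means inhibition above the set first-screen limit but never retested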;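 further: fluorescence reports GDP produced by GAP-driven GTP hydrolysis; strong numbers were not always called active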
Lipid droplet cells 6.5 µM – further read-out of Lipid droplet, marked with its call; cell count; measured here: cell count, cytotoxicity flag;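 cells counted across two imaged fields per well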
T cell modulator vesicle-bound % – recorded beside T cell modulator, whose call it bears; double positive events, %; measured here: CD8+ vesicle-bound cell fraction;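 binding gate set so that unloaded-vesicle control wells show 10% double positive cells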
NTR1 agonist cell count 20 µM – recorded beside NTR1 agonist, whose call it bears; cell count; measured here: cell count, cytotoxicity flag
Starred values were filed as active, the others as inactive; i = inactive; ? = inconclusive; . = not tested or not shown; & = joins results of further samples.

no.	Molecule	T cell modulator	T cell modulator vesicle-bound %	GPR55 antagonists	NTR1 agonist	NTR1 agonist cell count 20 µM	GPR55 beta-arrestin
1	C=CCn1c(=N)n(CC(=O)OC)c2ccccc21	i	24	4%	0.9	56	-0.2%
2	COc1ccc(N2C(=O)CCC(C(=O)N3CCCCC3)C2c2ccc(F)cc2)cc1 (centres undefined)	i	54	15%	-1.0	47	0.0%
3	O=C(Nc1cccc(-n2cnnn2)c1)c1ccc(OC(F)(F)F)cc1	i	28	-17%	3.2	69	-0.1%
4	O=C(NNC(=S)Nc1ccc(Cl)cc1)c1ccccc1OC(F)F	i	45	3%	-0.5	59	-0.1%
5	Cc1ccccc1OCCC(=O)NCCc1ccc(S(N)(=O)=O)cc1	i	53	9%	-1.9	48	-0.3%
6	CO/N=C/c1c(-c2ccccc2)nn(C)c1Cl	i	55	5%	0.1	53	0.1%
7	Fc1ccc(Cn2nnc3ccccc32)cc1	i	64	4%	0.4	35	0.3%
8	CC(=O)NCc1ccc(-c2csc(N)n2)s1	i	30	3%	-1.6	87	0.3%
9	COc1ccc(-c2c(C)nn(-c3ccccc3)c2N)cc1OC	i	8	1%	0.2	48	-0.3%
10	CCCC(=O)Nc1nn(CC(C)C)c2nc3cc(C)ccc3cc12	i	58	2%	-0.7	116	0.4%
11	CCCCOc1ncnc2c1[nH]c1ccc(C)cc12	i	22	-5%	1.4	52	1.1%
12	Cc1cccc(C)c1OCc1cc(C(=O)N2CCN(c3ccc(F)cc3)CC2)no1	i	12	-16%	1.6	79	0.1%
13	Cc1onc(-c2ccccc2)c1C(=O)N1CCCSC1=Nc1ccccc1	i	48	20%	1.6	65	-0.5%
14	CN1CCN(C(=O)C2=C[C@H](c3coc4ccccc4c3=O)C[C@H](OCCCCO)O2)CC1	i	9	9%	-3.2	77	-0.2%
15	Cc1cc(N(C)Cc2ccccc2)nc2cc(O)ccc12	i	13	-2%	3.0	54	0.0%

no.	Lipid droplet	Lipid droplet cells 6.5 µM	GPR35 arrestin U2OS	Large T inhibition	LYP inhibition	MgcRacGAP inhibition
1	.	.	2%	11%	-4%	7%
2	21	725	9%	1%	-8%	5%
3	-11	747	-5%	16%	-6%	7%
4	-67	622	10%	14%	5%	11%
5	-23	483	8%	18%	1%	4%
6	-4	611	2%	3%	-6%	-1%
7	1	856	-3%	6%	-6%	7%
8	.	.	-6%	?	-7%	0%
9	-2	715	-11%	12%	-3%	9%
10	30	431	-24%	6%	-8%	.
11	-88	498	-15%	11%	-2%	.
12	12	710	-2%	5%	-2%	-9%
13	-12	554	25%	-3%	-2%	1%&7%
14	23	788	-6%	8%	-6%	4%
15	-2	872	5%	13%	-3%	.

Numbers 1 through 4 from above:
no.	Molecule	T cell modulator	T cell modulator vesicle-bound %	GPR55 antagonists	NTR1 agonist	NTR1 agonist cell count 20 µM	GPR55 beta-arrestin
1	C=CCn1c(=N)n(CC(=O)OC)c2ccccc21	i	24	4%	0.9	56	-0.2%
2	COc1ccc(N2C(=O)CCC(C(=O)N3CCCCC3)C2c2ccc(F)cc2)cc1 (centres undefined)	i	54	15%	-1.0	47	0.0%
3	O=C(Nc1cccc(-n2cnnn2)c1)c1ccc(OC(F)(F)F)cc1	i	28	-17%	3.2	69	-0.1%
4	O=C(NNC(=S)Nc1ccc(Cl)cc1)c1ccccc1OC(F)F	i	45	3%	-0.5	59	-0.1%

no.	Lipid droplet	Lipid droplet cells 6.5 µM	GPR35 arrestin U2OS	Large T inhibition	LYP inhibition	MgcRacGAP inhibition
1	.	.	2%	11%	-4%	7%
2	21	725	9%	1%	-8%	5%
3	-11	747	-5%	16%	-6%	7%
4	-67	622	10%	14%	5%	11%

Other records:
no.	Molecule	T cell modulator	T cell modulator vesicle-bound %	GPR55 antagonists	NTR1 agonist	NTR1 agonist cell count 20 µM	GPR55 beta-arrestin
16	CCCN(C(=O)CSc1nnc(-c2ccoc2C)n1N)C1CCS(=O)(=O)C1 (centres undefined)	i	8	5%	-1.3	79	-0.2%
17	CN(C)S(=O)(=O)c1ccc(N2CCCC2)c(C(=O)NNC(=O)c2ccc(Br)cc2)c1	i	31	.	1.1	49	.
18	NS(=O)(=O)c1ccc(CCNc2nc(CN3CCOCC3)nc3sc4c(c23)CCC4)cc1	i	62	7%	1.6	46	-0.2%
19	CC(=O)Nc1ccc(Nc2nc(C)cc(C)n2)cc1	i	64	4%	-1.0	55	-0.1%
20	O=S1(=O)[C@H]2C[C@@H]3C=C[C@@]2(CN1Cc1cccc(Cl)c1)O3	i	22	4%	1.1	83	0.0%
21	COc1ccc(NC(=O)CN2C(=O)NC(C)(c3ccccc3)C2=O)cc1Cl (centres undefined)	i	44	6%	0.1	50	0.3%
22	O=C(c1cc2cc(Br)ccc2o1)N1CCN(c2ccccc2)CC1	i	7	6%	1.6	72	-0.1%
23	O=C(Oc1cccc([N+](=O)[O-])c1)C1CCN(C(=O)c2ccc(F)cc2)CC1	i	55	5%	0.3	46	0.0%
24	CCC(C)c1ccc(NC(=O)c2cccs2)cc1 (centres undefined)	i	14	16%	4.8	47	-0.1%
25	O=C(NCc1ccc2c(c1)OCO2)c1cc(-c2ccccc2Cl)on1	i	51	8%	0.4	52	0.2%
26	COc1ccc(C(NCC(=O)Nc2c(C)cccc2C)c2ccccc2)cc1 (centres undefined)	i	48	8%	1.1	104	0.2%
27	NC(=O)CSc1nc2scc(-c3ccco3)c2c(=O)n1-c1ccccc1	i	20	-8%	-0.4	94	0.2%
28	CCC1SC2=NC(C)=C(C(=O)OC)C(c3cccs3)N2C1=O (centres undefined)	i	66	-16%	0.0	60	-0.1%
29	Cc1c(/C=C/C(=O)c2ccc(O)cc2)cnn1C	i	41	5%	0.2	69	0.6%
30	CCOc1ccc(CC(=O)NNC(=S)NCCc2ccccc2)cc1	i	15	7%	0.7	46	-0.1%

no.	Lipid droplet	Lipid droplet cells 6.5 µM	GPR35 arrestin U2OS	Large T inhibition	LYP inhibition	MgcRacGAP inhibition
16	-5	686	3%	4%	0%	4%
17	.	.	.	16%	.	5%
18	.	.	-4%	.	-2%	18%
19	-20	801	-3%	2%	-5%	3%
20	-2	787	11%	1%	-9%	2%
21	-3	797	-2%	23%	-9%	5%
22	3	847	19%	9%	5%	4%
23	-2	725	6%	12%	-6%	9%
24	-1	749	-3%	3%	-6%	3%
25	.	.	0%	-2%	-5%	-3%
26	.	.	14%	6%	-6%	23%
27	5	758	-7%	33%	0%	19%
28	-2	760	2%	-1%	0%	1%
29	21	630	13%	6%	3%	3%
30	12	665	-4%	-2%	-3%	-3%

(cont.)
no.	Molecule	T cell modulator	T cell modulator vesicle-bound %	GPR55 antagonists	NTR1 agonist	NTR1 agonist cell count 20 µM	GPR55 beta-arrestin
31	CC(C)Cn1c(N)c(C(=O)COC(=O)C2CC(=O)N(c3ccc4c(c3)OCCO4)C2)c(=O)n(C)c1=O (centres undefined)	i	27	.	-0.6	52	.
32	CCOC(=O)c1cc(-c2ccncc2)nc2c1c(C)nn2C	i	20	-3%	1.4	85	-0.2%
33	COc1ccccc1S(=O)(=O)Cc1ccc(C(=O)N2CCN(c3ccccc3)CC2)o1	i	40	-10%	-2.1	78	0.0%
34	COC(=O)Cc1c(C)c2c(O)cc(C)cc2oc1=O	i	38	14%	0.0	46	-0.2%
35	Cn1c(-c2ccc(Br)cc2)cnc1NCc1cccnc1	i	62	-21%	0.4	74	-0.1%
36	CS(=O)(=O)N(CC(=O)N1CCC(C(N)=O)CC1)c1cc(C(F)(F)F)ccc1Cl	i	58	-3%	2.0	90	-0.1%
37	Oc1ccc(/C=N/Nc2ncnc3nc[nH]c23)cc1	i	32	-8%	-0.5	50	-0.1%
38	COc1ccc(-c2csc(NC(=O)CSc3nc(C)nc4sc(C(=O)O)c(C)c34)n2)cc1	i	50	-4%	2.5	53	0.2%
39	COc1ccc(/C=N/NS(=O)(=O)c2ccccc2)cc1OS(=O)(=O)c1ccc(C)cc1	i	28	7%	0.3	38	0.3%
40	O=C(/C=C/c1ccc(Cl)cc1)N1CCN(c2ccc(Cl)cc2[N+](=O)[O-])CC1	i	51	4%	0.5	34	-0.1%
41	CCC(=O)Nc1ccc(S(=O)(=O)Nc2cccnc2)cc1	i	12	-2%	0.6	45	-0.1%
42	Cc1cccc(Nc2ncnc3ccccc23)c1	i	39	-8%	-0.3	60	0.0%
43	N#CCc1ccc(Oc2ncc(C(F)(F)F)cc2Cl)cc1	i	41	-6%	-0.7	85	0.3%
44	O=C(Nc1ccccc1Oc1ccsc1C(=O)O)c1ccccc1F	i	50	3%	-2.2	70	-0.1%
45	COC(=O)CSc1nn(-c2ccc(F)cc2)c(=S)s1	i	30	-4%	-1.5	61	-0.2%

no.	Lipid droplet	Lipid droplet cells 6.5 µM	GPR35 arrestin U2OS	Large T inhibition	LYP inhibition	MgcRacGAP inhibition
31	.	.	.	12%	.	4%
32	.	.	-4%	-10%	2%	13%
33	.	.	1%	8%	-2%	3%
34	0	706	6%	23%	-1%	6%
35	.	.	5%	7%	-9%	19%
36	3	654	13%	.	-10%	7%
37	-7	692	10%	27%	-2%	12µM*
38	48	723	-10%	12%	1%	16%
39	-23	784	-5%	7%	4%	0%
40	.	.	11%	8%	3%	7%
41	-9	701	8%	2%	2%	1%
42	66*	521*	-3%	6%	-1%	9%
43	-56	686	-4%	0%	-1%	-2%
44	.	.	-5%	3%	-8%	6%
45	6	633	-6%	0%	-3%	6%
